NS3 helicase inh: HCV NS3 helicase inhibition | NS3 helicase DNA unwinding, Cy5 molecular beacon fluorescence | inhibition, % at 10.9 µM | 0.56% of 290,000 active;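 active = inhibition above the mean of all tested compounds plus 3 SD, set per campaign, cut at about 35% in these data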;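 also: 0% = DMSO wells and 100% = thioflavine S control wells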
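Compound dosing – single dose, 10.9 µM nominal final, DMSO 0.8% final · System – NS3 helicase fragment of HCV · Buffer or medium – MOPS pH 6.5, MgCl2, DTT, Tween20, BSA · Signal – Cy5 beacon fluorescence read at start and 1 h · Also added – annealed dual-labelled DNA beacon duplex, ATP-started · Schedule – 1 h at 25 °C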
MEKK2 WT-MEK5: raises or lowers MEK5 binding to wildtype human MEKK2 PB1 domain; bead flow cytometry, Alexa488-MEK5 binding to MEKK2 WT; actives lie on both sides; 1.1% of 290,000 active; binding response (% of control), % at 10 µM; Q9Y2U5; in the data active = binding response below about 67% or above about 130%
DNA FID counter: counter-screen for HCV NS3 helicase inhibitors: DNA intercalator displacement | DNA fluorescent intercalator displacement, fluorescence | inhibition, % at 7.9 µM | 0.17% of 290,000 active; in the data active = inhibition above about 37%;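 also: 0% = vehicle and 100% = reference compound; higher means more ethidium bromide displaced from hairpin DNA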
MEKK3 PB1 HTS: MEKK3-MEK5 PB1 interaction, increase or decrease; 1.4% of 290,000 active; AID 1529; Q99759; bead-based flow cytometry, Alexa488-MEK5 binding to MEKK3; actives lie on both sides; 0 = blocked by unlabeled MEK5, 100 = vehicle; binding response (% of control), % at 10 µM;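 active = binding response more than 3 SD above or below the average of its plate-row segment, actives on both sides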;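 also: Alexa488 bead fluorescence after subtracting the streptavidin-only scavenger bead signal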
Target sequence (Q99759 whole entry, looked up): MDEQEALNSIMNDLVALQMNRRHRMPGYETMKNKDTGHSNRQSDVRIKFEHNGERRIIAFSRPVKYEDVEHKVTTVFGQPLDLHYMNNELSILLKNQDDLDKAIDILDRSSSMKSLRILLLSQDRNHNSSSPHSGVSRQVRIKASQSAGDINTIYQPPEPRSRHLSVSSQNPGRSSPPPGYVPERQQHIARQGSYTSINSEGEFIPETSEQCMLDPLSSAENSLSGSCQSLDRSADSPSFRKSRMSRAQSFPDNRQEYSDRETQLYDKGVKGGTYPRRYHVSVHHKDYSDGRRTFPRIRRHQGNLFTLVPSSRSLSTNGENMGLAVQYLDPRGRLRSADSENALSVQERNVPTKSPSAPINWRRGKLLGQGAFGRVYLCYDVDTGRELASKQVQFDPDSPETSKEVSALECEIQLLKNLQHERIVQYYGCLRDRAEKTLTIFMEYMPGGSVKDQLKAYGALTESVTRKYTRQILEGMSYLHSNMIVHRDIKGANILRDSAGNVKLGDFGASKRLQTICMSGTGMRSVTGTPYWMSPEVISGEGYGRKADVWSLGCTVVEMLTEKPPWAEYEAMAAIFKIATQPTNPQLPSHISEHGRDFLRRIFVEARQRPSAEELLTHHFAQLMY
CRFBP-R2 agonist: agonists of human CRF-binding protein/CRF-R2 receptor complex; HEK293 CRF-R2/CRF-BP, calcium dye fluorescence (FLIPR); percent of saturating CRF peptide response; activation, % at 13.2 µM; 0.46% of 350,000 active; AID 588473;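 active = activation of at least 50%, plus an integration ratio under a set limit after plate pattern correction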;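 also: plate controls were neutral control wells without compound for no effect and CRF at EC100 for full effect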
MEKK2mut PB1 HTS: signal of MEK5 binding to mutant human MEKK2 PB1 domain; bead flow cytometry, Alexa488-MEK5 binding to MEKK2 mutant; percent response, % at 10 µM; 0.35% of 290,000 active; in the data active = percent response above about 24%, passing the limit was not always enough; also: inactives centre near 1; some results filed as inactive read as strong as hits
SUMO HTRF inh: SUMOylation inhibition. P63279. HTRF SUMOylation assay, SAE1/SAE2 + UBC9, in vitro. inhibition, % at 35 µM. 0.36% of 290,000 active. AID 2006; in the data active = inhibition above about 50%, passing the limit was not always enough; also: strong numbers were not always called active
CRFR2-BP antag: CRF-BP/CRF-R2 complex antagonism; HEK293 CRF-R2/CRF-BP, CRF-induced calcium fluorescence; inhibition, % at 11.8 µM; 0.59% of 350,000 active;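 active = inhibition of the ligand-induced calcium signal above about 50% at the single tested concentration, limit read from the data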
GalR3 antag: human GalR3 antagonism. O60755. HEK293 GalR3-CNG cAMP membrane potential fluorescence; galR3 body fused to GalR1 C-terminus. inhibition, % at 3 µM. 0.44% of 360,000 active. AID 651719;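 active = inhibition above the screen-wide average plus 3 SD, cut at about 13% in these data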;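 also: forskolin and galanin both at EC90 stimulate the cells; cAMP rise reported by CNG channel membrane potential dye signal; 0% = forskolin plus galanin with DMSO and 100% = forskolin alone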
Target sequence (O60755 1-299 limits assumed): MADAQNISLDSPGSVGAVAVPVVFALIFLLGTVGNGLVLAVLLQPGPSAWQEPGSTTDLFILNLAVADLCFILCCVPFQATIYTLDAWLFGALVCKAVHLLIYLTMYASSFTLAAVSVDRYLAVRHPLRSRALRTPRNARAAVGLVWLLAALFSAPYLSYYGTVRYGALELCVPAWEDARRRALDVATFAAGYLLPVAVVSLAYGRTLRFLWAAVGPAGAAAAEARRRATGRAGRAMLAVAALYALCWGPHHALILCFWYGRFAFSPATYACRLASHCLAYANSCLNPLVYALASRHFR
* marks the source's active call; other numbers are inactive results; / = no result given. Some of the compounds tested. The share of hits here may be higher or lower than overall.

SMILES	NS3 helicase inh	MEKK2 WT-MEK5	DNA FID counter	MEKK3 PB1 HTS	CRFBP-R2 agonist	MEKK2mut PB1 HTS	SUMO HTRF inh	CRFR2-BP antag	GalR3 antag
CCCN(CCC)C(=O)CC(c1ccccc1)c1cc(Br)ccc1O (stereo unspecified)	-5	106	-25	104	1.0	4	13	29	-9
O=C(Cc1cccs1)N(c1ccc(Cl)cc1)C1C=CS(=O)(=O)C1 (stereo unspecified)	4	109	-7	108	0.0	8	3	-9	-2
O=C(c1cccs1)N(Cc1nc2sc3c(c2c(=O)[nH]1)CCCC3)C1CCCC1	-3	105	-13	109	1.0	5	-6	-30	1
COc1ccc(C(CC(=O)N2CCCC(C)C2)c2c(O)cc(OC)cc2OC)cc1 (stereo unspecified)	/	84	/	95	-2.6	-1	16	6	-4
Cc1ccc(NC(=O)CN2C(=O)CN(C)C2=O)cc1S(=O)(=O)N1CCCCC1	7	97	-2	96	1.9	-4	4	-12	3
CCC(C)[C@H](NC(=O)N1CCC(C)CC1)C(=O)O (stereo partly specified)	1	93	-5	90	0.7	-17	9	10	2
C=CCc1c(C)nc(-c2ccccc2)nc1Nc1ccccc1O	-15	107	-2	106	5.7	-1	-11	-21	-1
CC(=O)C(C)Oc1ccc2c3c(c(=O)oc2c1)CCCC3 (stereo unspecified)	11	116	-15	113	1.0	5	1	-4	-1
C=CCn1c(SCc2nc3c(c(=O)[nH]c(=O)n3CCCC)n2CCC)nnc1-c1ccccc1	-4	104	-31	102	-0.7	8	-21	2	-6
CCCCN(CCCNC(=O)C1CCN(S(=O)(=O)N2CCOCC2)CC1)c1ccccc1	0	108	-22	104	0.4	3	6	19	-1
CC(C)(C)c1ccccc1OCC(=O)NCCC(=O)O	-6	90	-1	99	-0.4	-3	22	-2	-6
O=C(NCC1COCCO1)c1cc(COc2ccc(F)cc2F)on1 (stereo unspecified)	-2	99	-8	99	-6.8	3	-3	24	/
CCOc1ccc(NC(=S)N(CCc2c(C)[nH]c3ccc(C)cc23)Cc2ccncc2)cc1	-14	101	-16	104	-2.1	-4	-30	-4	0
O=C(O)c1cccc(N2C(=O)C3CC=CCC3C2=O)c1 (stereo unspecified)	0	101	3	105	-1.2	-1	0	-1	1
CC1CC(C)CN(C(=S)Nc2ccc3nc4n(c(=O)c3c2)CCCCC4)C1 (stereo unspecified)	-17	103	-17	102	0.1	0	-4	16	-4
CCOc1cc2[nH]c(=S)n(CCc3ccc(OC)c(OC)c3)c(=O)c2cc1OCC	-8	105	-3	102	8.9	1	9	11	-4
COc1cccc(NC(=O)NC2CCN(CC(=O)Nc3ccccc3[N+](=O)[O-])CC2)c1	-6	96	-17	100	-0.1	-10	-4	0	-1
C/C(=N/NC(N)=S)c1ccccc1[N+](=O)[O-]	1	105	1	101	-1.4	1	-2	1	-1
CN(CC(O)CON=C1c2ccccc2-c2ccccc21)S(=O)(=O)c1ccc(Br)cc1 (stereo unspecified)	11	113	-12	97	2.4	0	-27	-13	-1
CC(C)NC(=O)c1ccc(N(Cc2ccc(Cl)cc2)S(C)(=O)=O)cc1	2	108	-26	103	-0.8	3	9	-4	-9
CCN(CC)CCN1C(=O)C2C(C(=O)Nc3cccc(C)c3)C3C=CC2(O3)C1C(=O)NC1CCCC(C)C1C (stereo unspecified)	-6	101	6	99	0.7	1	-5	-11	-8
COc1cccc(N2CCN(C(=S)Nc3ccc(C)cc3C)CC2)c1	-8	106	-12	107	-0.8	17	12	2	-11
Cc1cc(NC(=O)c2cccnc2)ccc1NC(=O)c1cc2ccccc2o1	-3	100	-34	103	-0.9	0	2	-2	-7
Cc1cc(=O)n2nc(N3CCC(C(=O)NCc4cccnc4)CC3)sc2n1	-5	/	-8	/	1.9	/	9	-10	0
Cc1ccc(OCCC(=O)OCC(=O)N2c3ccccc3CC2C)cc1 (stereo unspecified)	0	100	-13	100	1.5	6	-18	18	-2
CC(C)C(=O)Nc1ccc(-c2ccc3nncn3n2)cc1	-2	103	-3	99	-1.6	-3	30	-33	-4
CC(CCc1ccccc1)NC(=O)C(Cc1ccccc1)NC(N)=O (stereo unspecified)	9	97	-16	97	3.4	-2	15	10	-6
CCOc1ccccc1N1CC(C(=O)NCCOc2ccccc2OC)CC1=O (stereo unspecified)	5	103	-30	98	-0.8	1	5	-14	-3
COc1cccc(-c2nc(NC(C)C)c3ccccc3n2)c1O	-23	98	14	84	-3.5	-1	-31	7	-6
CCOc1ccc(NC(=O)CS(=O)CC(=O)Nc2cccnc2)cc1 (stereo unspecified)	-4	101	-4	106	0.2	1	11	1	-8
COc1ccccc1N1CCN(Cc2nc(N)nc(Nc3ccc(C)c(Cl)c3)n2)CC1	-88	117	-3	104	-1.3	7	-17	-12	-7
COC(=O)[C@H](Cc1c[nH]c2ccccc12)NC(=O)NCc1ccc(OC)cc1	-1	107	-13	100	-1.5	5	9	-7	-7
CC1CCc2cc(F)ccc2N1C(=O)CCl (stereo unspecified)	-6	105	-2	103	-1.5	2	1	7	/
O=C(Nc1ccc(Cl)cc1F)c1ccccc1Br	-2	101	-15	102	-1.7	-2	-15	41	-3
COc1cc(OC)c(OC)cc1/C=C1\Oc2cc(OS(C)(=O)=O)ccc2C1=O	-4	91	-3	98	31	1	44	-38	4
CC(C(=O)Nc1ccc(S(=O)(=O)N2CCCC2)cc1)N1CCN(C(=O)c2ccco2)CC1 (stereo unspecified)	0	97	-22	99	1.0	-1	-2	36	-3
Cc1ccc(N2CCN(/N=C/c3ccncc3)CC2)cc1	-10	100	-7	103	-1.3	3	-4	-6	-6
Cc1ccccc1C(=O)N1CCC(C(=O)Nc2ccc3c(c2)OCCO3)CC1	-5	108	-25	103	0.6	8	23	-23	1
COc1ccc(NC(=O)C2CCCN2S(=O)(=O)c2cccc3cccnc23)c(OC)c1 (stereo unspecified)	-8	109	-28	109	-0.5	6	12	-4	1
CCOc1ccccc1OCCOCCN1CCN(Cc2ccccc2)CC1	-10	106	14	98	1.9	-4	21	-18	-3

Overlap with the part before: three compounds, then new ones.
SMILES	NS3 helicase inh	MEKK2 WT-MEK5	DNA FID counter	MEKK3 PB1 HTS	CRFBP-R2 agonist	MEKK2mut PB1 HTS	SUMO HTRF inh	CRFR2-BP antag	GalR3 antag
Cc1ccccc1C(=O)N1CCC(C(=O)Nc2ccc3c(c2)OCCO3)CC1	-5	108	-25	103	0.6	8	23	-23	1
COc1ccc(NC(=O)C2CCCN2S(=O)(=O)c2cccc3cccnc23)c(OC)c1 (stereo unspecified)	-8	109	-28	109	-0.5	6	12	-4	1
CCOc1ccccc1OCCOCCN1CCN(Cc2ccccc2)CC1	-10	106	14	98	1.9	-4	21	-18	-3
NC(=O)c1sc2nc3c(c(-c4ccccc4)c2c1N)CCC3	2	93	-20	108	-1.9	1	34	6	2
Cc1oc(-c2ccc(Cl)cc2)nc1CS(=O)CC(=O)NCc1cccs1 (stereo unspecified)	13	105	-21	104	-4.7	8	8	7	/
COc1ccc(/C=N/NC(=O)c2cccnc2)cc1COc1ccc(NC(C)=O)cc1	-18	99	-29	100	-1.7	3	6	20	-4
O=C1CN(C(=O)COC(=O)c2ccccc2O)c2ccccc2N1	-3	108	-10	100	-2.1	8	17	2	-7
O=C(Nc1cccc(F)c1)C1CC(=O)N(c2ccc(Cl)cc2)C1 (stereo unspecified)	8	98	-4	101	-1.4	1	-11	-21	1
COc1ccc(COc2cccc3ccc(C)nc23)cc1F	-7	102	-17	102	-0.2	3	-8	-9	-6
N#C/C(=C\c1c(N2CCCCCC2)nc2ccccn2c1=O)C(=O)NC1CCS(=O)(=O)C1 (stereo unspecified)	-9	94	-15	92	1.1	-4	25	-5	10
COc1cc(OC)cc(C(=O)NCC(=O)NC(C)c2ccccc2)c1 (stereo unspecified)	-3	105	-14	104	1.1	11	8	-10	-5
Nc1ccc(-c2cnc(-c3ccc(N)cc3)nc2)cc1	-6	87	-6	88	-5.1	-28	-2	-17	-3
Cc1cc(-n2c(SCc3ccccc3F)nc3n[nH]c(C)c3c2=N)ccc1Cl	-2	88	8	99	0.2	-11	8	-4	-1
COc1ccc(OCc2cc(C(=O)NCCc3ccccc3)no2)c(Cl)c1	2	106	-18	105	-2.2	2	12	16	-10
CC(=O)Nc1ccc(/C=C/c2nc3ccccc3o2)cc1	1	98	-12	97	2.7	-5	-4	17	-9
CN(CCC(=O)Nc1ccc(Cl)cc1)Cc1ccccc1	-5	110	7	103	0.2	5	-2	-1	-11
CCOc1ccc(-c2noc(CCCC(N)=O)n2)cc1OC	1	102	-2	105	1.6	8	5	-15	-6
Cc1ccc(S(=O)(=O)/N=C(/NC(=S)Nc2c(C)n(C)n(-c3ccccc3)c2=O)c2ccccc2)cc1	-1	93	-8	88	-6.8	-15	2	-5	-8
CCCc1cc(=O)n2[nH]c(C)c(-c3ccccc3)c2n1	1	107	-2	105	-0.2	10	16	8	-5

Sorted by molar mass (rising): some entries from above.
SMILES	NS3 helicase inh	MEKK2 WT-MEK5	DNA FID counter	MEKK3 PB1 HTS	CRFBP-R2 agonist	MEKK2mut PB1 HTS	SUMO HTRF inh	CRFR2-BP antag	GalR3 antag
O=C(O)c1cccc(N2C(=O)C3CC=CCC3C2=O)c1 (stereo unspecified)	0	101	3	105	-1.2	-1	0	-1	1
NC(=O)c1sc2nc3c(c(-c4ccccc4)c2c1N)CCC3	2	93	-20	108	-1.9	1	34	6	2
CCOc1ccc(NC(=O)CS(=O)CC(=O)Nc2cccnc2)cc1 (stereo unspecified)	-4	101	-4	106	0.2	1	11	1	-8
CC1CC(C)CN(C(=S)Nc2ccc3nc4n(c(=O)c3c2)CCCCC4)C1 (stereo unspecified)	-17	103	-17	102	0.1	0	-4	16	-4
CCOc1ccccc1N1CC(C(=O)NCCOc2ccccc2OC)CC1=O (stereo unspecified)	5	103	-30	98	-0.8	1	5	-14	-3
COc1ccc(/C=N/NC(=O)c2cccnc2)cc1COc1ccc(NC(C)=O)cc1	-18	99	-29	100	-1.7	3	6	20	-4

Complete entries, quoted from the list:
`COc1ccc(/C=N/NC(=O)c2cccnc2)cc1COc1ccc(NC(C)=O)cc1` in the list: NS3 helicase inh = -18; MEKK2 WT-MEK5 = 99; DNA FID counter = -29; MEKK3 PB1 HTS = 100; CRFBP-R2 agonist = -1.7; MEKK2mut PB1 HTS = 3; SUMO HTRF inh = 6; CRFR2-BP antag = 20; GalR3 antag = -4
`CCCc1cc(=O)n2[nH]c(C)c(-c3ccccc3)c2n1` in the list: NS3 helicase inh = 1; MEKK2 WT-MEK5 = 107; DNA FID counter = -2; MEKK3 PB1 HTS = 105; CRFBP-R2 agonist = -0.2; MEKK2mut PB1 HTS = 10; SUMO HTRF inh = 16; CRFR2-BP antag = 8; GalR3 antag = -5
